Screening results: PubChem, National Center for Advancing Translational Sciences (NCATS)
KCNH2 3.1 block = qHTS for Inhibitors of KCHN2 3.1: Mutant qHTS. Potassium voltage-gated channel subfamily H member 2, brain isoform KCNH2 3.1 (human). U2OS KCNH2 3.1, thallium flux FluxOr; active compounds read low. activity change, % (tested at about 1.8 µM). 340,000 compounds, 0.95% hits. AID 720553, 2013;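 active = maximum activity change below -70%; inconclusive = maximum activity change from -70% to -50%; inactive = maximum activity change above -50%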;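 note: thallium influx rate constant from kinetic fluorescence after stimulation buffer; % is set by controls: 0 for no effect and ±100 for the full control effect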
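U2OS cells transduced with KCNH2 3.1 mutant virus (1.77 x 10^8 /mL, 4 h), plated overnight at 37 C, loaded 45 min with FluxOr dye plus Red40 quencher. Thallium flux rate constant from kinetic reads after stimulation buffer, normalised to controls.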
Gal4-VP16 FLuc = VP16 counterscreen qHTS for inhibitors of ROR gamma transcriptional activity; AID 2546, 2010; Potency, µM (top dose mostly 53.6 µM), for the others: at the highest dose activity, negative = inhibition, hits mostly inhibitors; 310,000 compounds, 3.5% hits; Drosophila S2 Gal4-VP16 UAS-luciferase, luminescence, 20 h;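 note: Gal4-VP16 expression switched on by copper sulfate through the metallothionein promoter; potency is the fitted concentration of half-maximal effect; % is set by controls: 0 for no effect and ±100 for the full control effect; nearly all actives have a fitted effect of over 50% in size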
PKM2 act = qHTS Assay for Activators of Human Muscle isoform 2 Pyruvate Kinase. Pyruvate kinase PKM (Homo sapiens), P14618. purified PKM2, Kinase-Glo ATP luminescence, activation; response scale: 0% is enzyme alone, no compound. Potency, µM (top dose mostly 57.5 µM), inactives show top-dose activation, most hits filed as activators. 260,000 compounds, 0.34% hits. AID 1631, 2009; note: potency is the fitted concentration of half-maximal effect; % is set by controls: 0 for no effect and ±100 for the full control effect; nearly all actives have a fitted effect of over 55% in size
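Purified hPK-M2 (>95%) run at intermediate activity with 0.1 mM ADP and 0.5 mM PEP in 50 mM imidazole pH 7.2, KCl, MgCl2; 1 h room temperature. ATP formed read by Kinase-Glo luminescence; normalized to uninhibited and no-enzyme controls.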
Menin-MLL TR inh = qHTS Assay for Inhibitors Targeting the Menin-MLL Interaction in MLL Related Leukemias: Competition With Texas Red Labeled MLL-derived Mutant Peptide; O00255; Menin + Texas Red MLL mutant peptide, fluorescence polarization; Potency, µM (highest dose often 61.6 µM), without a hit: at the top dose FP activity change, negative = inhibition, hits mostly inhibitors; 270,000 compounds, 0.23% hits; active = well fitted inhibition curve with a large enough effect in the polarisation, with a control signal flat, not every such curve was filed as active; inconclusive = small, poorly fitted or top-dose-only effect, or effect the other way, or a change in a side signal; inactive = no such curve, though single readings can be large or run the other way; the % refers to the polarisation; note: potency is the fitted concentration of half-maximal effect; % of control where 0% means no effect; many of its hits are not listed in these tables
Target sequence (O00255 whole entry, looked up): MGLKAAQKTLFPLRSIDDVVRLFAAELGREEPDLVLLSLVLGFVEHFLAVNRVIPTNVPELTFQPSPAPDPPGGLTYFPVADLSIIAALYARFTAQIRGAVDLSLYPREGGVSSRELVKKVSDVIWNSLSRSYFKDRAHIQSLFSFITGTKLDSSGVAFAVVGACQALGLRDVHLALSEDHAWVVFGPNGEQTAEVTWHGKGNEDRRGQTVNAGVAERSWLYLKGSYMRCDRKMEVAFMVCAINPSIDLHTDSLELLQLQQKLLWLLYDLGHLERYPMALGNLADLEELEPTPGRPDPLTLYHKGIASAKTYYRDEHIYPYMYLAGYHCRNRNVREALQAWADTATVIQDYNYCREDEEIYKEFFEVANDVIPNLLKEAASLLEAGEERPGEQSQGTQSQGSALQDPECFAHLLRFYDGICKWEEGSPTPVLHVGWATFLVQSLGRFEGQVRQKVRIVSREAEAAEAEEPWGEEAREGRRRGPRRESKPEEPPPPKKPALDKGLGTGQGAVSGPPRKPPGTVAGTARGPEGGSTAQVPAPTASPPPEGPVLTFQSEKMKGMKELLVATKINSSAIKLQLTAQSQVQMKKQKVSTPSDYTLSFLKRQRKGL
NPC1 prom act = qHTS Assay for NPC1 Promoter Activators | 320,000 compounds, 2.4% hits | Huh7 NPC1 promoter luciferase reporter, 24 h | AID 485313, 2010 | Potency, µM (series often up to 9.22 µM), without a hit: top-dose activation, actives largely listed as activators;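 note: potency is the fitted concentration of half-maximal effect; % of control where 0% means no effect; nearly all actives have a fitted effect of over 60% in size; reporter is driven by a mutant NPC1 promoter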
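Compounds in DMSO were transferred onto Huh7 NPC1-luciferase reporter cells pre-incubated 2 h; after 24 h at 37 °C, Amplite reagent was dispensed and luminescence recorded 10 min later.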
ELG1 DNA repair = qHTS screen for small molecules that inhibit ELG1-dependent DNA repair in human embryonic kidney (HEK293T) cells expressing luciferase-tagged ELG1. 330,000 compounds, 2.3% hits. AID 504467, 2011. HEK293T ELG1-luciferase reporter, luminescence, 16 h; DNA damage induced by 5-fluorouridine. Potency, µM (titrated, usually from 46.1 µM), for the others: at the highest dose activity change, negative = inhibition, actives largely listed as inhibitors; note: potency is the fitted concentration of half-maximal effect; % is set by controls: 0 for no effect and ±100 for the full control effect; nearly all actives have a fitted effect of over 55% in size
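Luminescence from the luciferase reporter, measured 30 min after ONE-Glo reagent at room temperature, was the read-out. Beforehand, 2,000 cells per well were exposed for 16 hr at 37 °C to 5-fluorouridine together with compound or vehicle.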
FLuc counter = qHTS profiling assay for firefly luciferase inhibitor/activator using purifed enzyme and Km concentrations of substrates (counterscreen for miR-21 project). purified FLuc, Km substrates, luminescence inhibition. Potency, µM (titrated, usually from 57.5 µM), inactives show at the top dose activity change, negative = inhibition, most hits filed as inhibitors. 360,000 compounds, 6.9% hits. AID 588342, 2011;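 note: potency is the fitted concentration of half-maximal effect; plate controls were vehicle for no effect and reference inhibitor for full effect; nearly all actives have a fitted effect of over 55% in size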
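Purified P. pyralis luciferase (10nM final) with 10uM D-luciferin and 10uM ATP (Km levels) in 50mM Tris acetate pH 7.5, 10mM Mg acetate, 0.01% Tween-20, 0.05% BSA; qHTS 6-point titration, ~60 µM downward; luminescence read.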
Mito fusion act = qHTS Assay for Small Molecule Inhibitors of Mitochondrial Division or Activators of Mitochondrial Fusion. S. cerevisiae fusion-defective mutant growth rescue, CellTiterGlo 48 h. Potency, µM (top dose mostly 46.1 µM), for the others: top-dose growth rescue (activation), usual class: activators. 320,000 compounds, 0.23% hits;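 note: potency is the fitted concentration of half-maximal effect; % of control where 0% means no effect; nearly all actives have a fitted effect of over 45% in size; temperature-sensitive fusion mutants such as fzo1-1 at 37 °C on non-fermentable ethanol glycerol medium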
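Temperature-sensitive fusion-defective S. cerevisiae (e.g. fzo1-1, mgm1-5) were grown with compound in YPEG medium (3% ethanol, 3% glycerol) for 48 hours at 37C. Growth rescue was measured as viability by CellTiterGlo luminescence after 10 minutes at ambient.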
MBNL1-CUG inh = qHTS Assay for Inhibitors of MBNL1-poly(CUG) RNA binding. Muscleblind-like protein 1 (Homo sapiens), Q9NR56. TR-FRET MBNL1-His/biotin-(CUG)12 binding, 665/545 ratio. Potency, µM (titrated, usually from 57.5 µM), without a hit: top-dose activity change, negative = inhibition, most hits filed as inhibitors. 280,000 compounds, 0.036% hits. AID 2675, 2010; active = well fitted inhibition curve with a large enough effect in the signal ratio, with a control signal flat, not every such curve was filed as active; inconclusive = small, poorly fitted or top-dose-only effect, or effect the other way, or a change in a side signal; inactive = no such curve, though single readings can be large or run the other way; the % refers to the signal ratio; note: potency is the fitted concentration of half-maximal effect; % is set by controls: 0 for no effect and ±100 for the full control effect
Target sequence (Q9NR56 whole entry, looked up): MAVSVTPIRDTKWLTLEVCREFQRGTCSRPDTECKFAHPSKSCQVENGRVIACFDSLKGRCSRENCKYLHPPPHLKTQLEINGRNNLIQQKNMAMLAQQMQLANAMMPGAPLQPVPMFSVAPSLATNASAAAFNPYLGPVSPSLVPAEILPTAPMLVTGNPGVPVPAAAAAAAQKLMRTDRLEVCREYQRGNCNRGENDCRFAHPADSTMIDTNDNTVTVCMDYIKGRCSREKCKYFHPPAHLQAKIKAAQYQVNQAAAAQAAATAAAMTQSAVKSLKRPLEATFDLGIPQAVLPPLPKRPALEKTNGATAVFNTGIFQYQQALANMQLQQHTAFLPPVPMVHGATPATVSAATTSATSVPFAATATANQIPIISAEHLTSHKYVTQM
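Inhibition of protein-RNA binding appears as loss of TR-FRET between terbium anti-His antibody on MBNL1-His and streptavidin-XL665 on biotin-(CUG)12. Activity is normalized to buffer-only and uninhibited-complex controls.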
Rab9 promoter act = qHTS Assay for Rab9 Promoter Activators; Potency, µM (doses to about 9.22 µM), without a hit: at the top dose activation, negative = inhibition, usual class: activators; AID 485297, 2010; 320,000 compounds, 2.8% hits; Huh7 Rab9 promoter-luciferase reporter, luminescence, 24 h; note: potency is the fitted concentration of half-maximal effect; % of control where 0% means no effect; nearly all actives have a fitted effect of over 60% in size
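Huh7 reporter line, Rab9 promoter upstream of luciferase. Compound exposure 24 h at 37 °C in reduced-serum medium with 10% FBS. Read-out: luminescence.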
RORgamma inh = qHTS for inhibitors of ROR gamma transcriptional activity. Drosophila S2 Gal4-RORgamma UAS-luciferase reporter, 20 h. AID 2551, 2010. 310,000 compounds, 5.4% hits. Potency, µM (series often up to 53.6 µM), for inactives: top-dose activity change, negative = inhibition, hits mostly inhibitors; note: potency is the fitted concentration of half-maximal effect; % is set by controls: 0 for no effect and ±100 for the full control effect; nearly all actives have a fitted effect of over 60% in size
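Schneider cells (Drosophila), stable Gal4 DBD–ROR gamma + UAS-luc; 1 hr cmpd preincubation; Cu2+ induction 700 uM final; 20 hr ambient; luminescence.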
* hit, by the source's call; u = inconclusive; x = not tested or not shown; [ ] = dose if it differs, or a comment. Unless noted, calls come from the whole dose curve; as a rule, active = well fitted curve in the direction sought with a large enough effect; inconclusive = small, poorly fitted or top-dose-only effect, or another doubt; inactive = no such curve, though single readings can be large; an effect the other way counts as inactive or inconclusive.

SMILES	KCNH2 3.1 block	Gal4-VP16 FLuc	PKM2 act	Menin-MLL TR inh	NPC1 prom act	ELG1 DNA repair	FLuc counter	Mito fusion act	MBNL1-CUG inh	Rab9 promoter act	RORgamma inh
O=c1oc2cc(OCc3ccc(F)cc3F)ccc2cc1-c1ccccn1	8	1%	-1%	8%	25%	u	2%	-1%	0%	27%	13%
CC(C)(C)N1CC(c2nc3ccccc3n2Cc2ccc(F)cc2)CC1=O (centres undefined)	4	0%	4%	-10%	-3%	1%	-1%	2%	0%	-4%	13%
CCOc1ccccc1-n1c(SC(C)C(=O)NCC2CCCO2)nc2ccccc2c1=O (centres undefined)	9	x	x	x	-1%	9%	1%	-2%	x	-1%	x
OCCC1CN(Cc2cccn2-c2cccnc2)CCN1C1CCCC1 (centres undefined)	-3	-7%	-1%	x	-3%	12%	-2%	-9%	6%	1%	-12%
CC1(c2ccccc2)NC(=O)N(CC(=O)Nc2cccc(/C=C/c3ccccn3)c2)C1=O (centres undefined)	26	x	x	x	0%	u	19µM*	-3%	x	10%	x
CC1(C)CC(=O)c2cnc(NC(=O)Cc3ccc(Cl)cc3)nc2C1	-9	u	-6%	-10%	1%	13%	0%	3%	4%	-1%	28%
Cc1cc(-c2nnc(CCC(=O)NCc3cccc(C(F)(F)F)c3)o2)no1	6	7%	x	x	9%	u	-16%	1%	-6%	7%	11%
Nc1nc2n(n1)C1(CCCCC1)C1=C(CCCC1)N2	x	0%	2%	-5%	1%	3%	2%	-1%	5%	-2%	-23%
O=C(NCc1ccc(OC(F)(F)F)cc1)C1CC2Cn3c(nc4ccccc43)C2N1c1ccccc1 (centres undefined)	-17	-6%	-1%	10%	-1%	0%	-12%	3%	-2%	-1%	1%
O=C(NCC(=O)N(CC1CCCO1)C(C(=O)NC1CCCCC1)c1ccccc1)c1cccs1 (centres undefined)	6	-2%	-2%	-14%	-1%	-8%	2%	3%	5%	3%	35%
COc1ccccc1C(C(=O)NCc1ccccc1)N(C(=O)c1csnn1)C1CC1 (centres undefined)	1	8%	2%	-1%	-1%	0%	1%	5%	-3%	0%	-1%
Cc1ccnc(NC(=O)c2cc(S(=O)(=O)N3CCCCC3)ccc2Cl)c1	9	-3%	-3%	-6%	5%	u	1%	1%	16%	-2%	10%
CC(C)(C)Cc1nnc(NS(=O)(=O)Cc2ccccc2)s1	14	-5%	-9%	0%	8%	2%	1%	-5%	-3%	7%	-37%
Cc1ccc(C)c(NC(=O)CN2C(=O)CC(C)S(=O)(=O)c3ccccc32)c1 (centres undefined)	-5	-3%	x	2%	-2%	14%	0%	1%	-9%	3%	-12%
Cc1ccc(C(=O)c2coc3ccc(O)cc23)cc1	-5	5%	x	-2%	u	u	1.1µM*	15%	5%	20%	-28%
CC1(CO)COC2(OC1)C(=O)Nc1ccccc12 (centres undefined)	-5	x	x	x	6%	26%	0%	0%	x	2%	x
COc1ccccc1C1c2ccc3ccccc3c2Oc2ncn(CCCO)c(=N)c21 (centres undefined)	-10	-9%	x	u	-7%	7%	0%	11%	3%	-11%	-38%
CC(=O)c1ccc(-n2nncc2C(C)(C)C)cc1	-11	0%	-8%	1%	-3%	7%	1%	2%	16%	9%	0%
Cc1cccc(C)c1NC(=O)COC(=O)c1cc(=O)[nH]c2ccccc12	14	x	x	x	3%	14%	4%	-1%	x	2%	x
C=CCOc1c(Cl)cc(CNc2nccs2)cc1OC	8	u	8%	15%	-1%	8%	-17%	14%	-4%	1%	5.6µM*
Cc1cc(=O)[nH]c(SCC(=O)NC(C)C2CC3CCC2C3)c1C#N (centres undefined)	-1	3%	-1%	11%	-4%	0%	u	-5%	-2%	-4%	37%
Cn1nc(C(=O)NC2CCCCC2)c2c1-c1ccccc1SC2	-25	-24%	3%	-1%	29%	u	u	-10%	-6%	u	24%
O=C(NC1CCN(Cc2ccccc2)CC1)c1cc(S(=O)(=O)Nc2ccc(F)cc2)ccc1Cl	-37	x	x	x	-7%	0%	2%	13%	x	-21%	x
CC(/C=C1\SC(=S)N(CCCC(=O)Nc2ccc(C(=O)O)cc2)C1=O)=C\c1ccccc1	-10	-22%	9%	16%	17%	u	13µM*	6%	30%[activator]	28%	-4%
CCn1c(SCC(=O)Nc2nc(-c3ccccc3)cs2)nnc1-c1ccccc1	-38	12%	0%	4%	3%	u	u	1%	-13%	-9%	41%
Cc1ccc(/C=N/N2CCN(Cc3cccc4ccccc34)CC2)s1	30	-24%	-7%	18%	-4%	10%	1%	-3%	-6%	0%	-17%
Cc1cc(C)c2c(n1)sc1c(N3CCN(C)CC3)ncnc12	-14	-2%	-5%	x	1%	u	u	5%	3%	1%	-18%
Cc1ccc(S(=O)(=O)N2CCCCC2)cc1C(=O)N1CCN(c2ccccn2)CC1	-10	-11%	-2%	-19%	-3%	u	-3%	6%	-13%	-2%	0%
CCOC(=O)Cn1nc(C)c(NC(=O)c2ccc(Br)o2)c1C	11	0%	x	-10%	1%	5%	1%	-1%	0%	-3%	15%
Cc1ccc(N2C(=O)CSCC2=O)cc1	-2	-8%	-6%	-6%	3%	-2%	1%[2.3 µM]	2%	-1%	-7%	2%
CCOC(=O)c1ccccc1NC(=O)CSc1nnnn1C1CCCCC1	-7	12%	13%	-10%	-1%	-2%	-1%	-2%	2%	14%	-7%
O=C(Nc1ccccc1)N(Cc1ccccc1)C1=NCCS1	-4	-9%	-1%	1%	-3%	20%	0%	2%	-8%	4%	-14%
Cc1ccc(S(=O)(=O)C2(C(=O)N3CCN(C4CCCCC4)CC3)CC2)cc1	-6	-2%	-7%	-9%	-2%	10%	0%	-8%	0%	-2%	-17%
O=C(CSc1nnc(-c2ccccc2)n1C1CCCCC1)Nc1ccc(S(=O)(=O)Nc2ccccn2)cc1	0	-7%	3%	u	1%	-1%	4%	3%	-6%	0%	29%
COc1ccc(C2SCCN2S(=O)(=O)c2ccccc2)cc1OC (centres undefined)	5	1%	-1%	1%	4%	u	0%	5%	-7%	0%	6%
O=[N+]([O-])c1ccc(/C=N/NC2=NS(=O)(=O)c3ccccc32)cc1	-19	9%	0%	11%	-5%	30%	15µM*	9%	u	-1%	-11%
COc1ccccc1NC(=O)c1cc([N+](=O)[O-])ccc1N1CCOCC1	16	1%	-3%	-1%	-3%	9%	6%	-12%	u	8%	-2%
Cc1ccc([N+](=O)[O-])cc1S(=O)(=O)Nc1ccccn1	17	-4%	0%	1%	-5%	16%	-6%	0%	15%	0%	-1%
CCn1c(C)c(C(C)=O)c(N2CCN(C(=O)c3ccco3)CC2)nc1=S	-5	1%	10%	-13%	-4%	14%	3%	4%	7%	-3%	-29%
C=CCn1cc(C(=O)NCCN(CC)CC)c(=O)c2cc(S(=O)(=O)N3CCCCCC3)ccc21	-6	10%	x	-20%	5%	-3%	-1%	0%	0%	7%	-25%
O=C(COC(=O)c1cnccn1)c1ccc(Cl)c([N+](=O)[O-])c1	-6	-19%	0%	x	15%	-3%	2%	-3%	20%	-2%	-10%
CCOC(=O)N1CCN(C(=O)CCC2CCCC2)CC1	18	-16%	3%	-9%	0%	10%	-1%	-1%	-6%	-5%	2%
COc1ccc(/C=C/c2nc3ccccc3c(=O)o2)cc1	1	7.9µM*	x	-1%	u	u	0.6µM*	-2%	7%	0.089µM*	4.5µM*

An excerpt; the hit share may differ from the screen's.
